Assay outcomes as filed in PubChem.
NCI-60 one-dose screen, 48 h, at 10 µM unless noted. Numbers give growth in % (100 = growth as untreated, 0 = no growth, -100 = all killed).
SF-268 – SF-268 CNS cancer cells | actives 3.1% (n = 82,000) | AID 1794759
PC-3 – PC-3 prostate cancer cells; actives 3.9% (n = 80,000)
SNB-19 – SNB-19 CNS cancer cells. actives 2.5% (n = 81,000). AID 1794751
SF-539 – SF-539 CNS cancer | actives 6.8% (n = 81,000) | AID 1794752
HCC-2998 – HCC-2998 colon cancer. actives 4.7% (n = 79,000)
SNB-75 – SNB-75 CNS cancer; actives 5% (n = 79,000); AID 1794750
SF-295 – SF-295 CNS cancer cells; actives 5.6% (n = 79,000); AID 1794758
U251 – U251 CNS tumor cells; actives 5.4% (n = 80,000); AID 1794753
* = called active by the depositor. Rule for the calls: active = growth percent below 10; inactive = the rest.

SMILES	SF-268	PC-3	SNB-19	SF-539	HCC-2998	SNB-75	SF-295	U251
CC(C)C[C@@H](CN)CC(=O)O	97	100	109	93	123	89	116	81
CC(=O)Nc1ccc(C(=O)O)cc1	106	96	112	104	107	82	98	102

Only part of the results is shown; count on the stated rates, not on these rows.
